Ba/F3 V617F tox: reduced viability of JAK2V617F-dependent Ba/F3 cells, primary screen, JAK2V617F inhibitor project, cell-based, Ba/F3 EpoR-JAK2V617F, luminescence. ATP luminescence. inhibition, % at 5.6 µM. 220,000 compounds, 1.1% hits. AID 1446, 2008;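 active = inhibition above the campaign mean plus 3 SD over all tested compounds, cut at about 24% in these data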;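 note: cytokine-independent growth of Ba/F3 cells driven by EpoR plus mutant JAK2; 0% = DMSO-treated cells and 100% = JAK inhibitor I control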
zfTRPN1 agonist: zebrafish TRPN1 channel agonists, primary screen, cell-based, HEK293, calcium fluorescence. transient receptor potential cation channel N1 (TRPN1/NompC), Danio rerio. HEK293 zebrafish TRPN1-YFP, Fluo-8 calcium fluorescence; 100% = response to 87 µM carbachol. activation, % at 3 µM. 220,000 compounds, 0.18% hits;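 active = activation above its plate's cutoff, the mean activation of test wells on that plate plus 3 SD, cut at about 19% in these data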;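 note: 0% = DMSO alone and 100% = 87 µM carbachol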
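System: zebrafish TRPN1-YFP in HEK293 cells / Dosing: 3 µM single point / Timing: dye loading 1 h at 37 °C, then 30 min room temperature / Signal: Fluo-8 calcium fluorescence, excitation 470-495 nm, emission 515-575 nm / Read-out basis: percent activation from peak over basal fluorescence ratio, control-normalized / Control set: high carbachol 87 µM, low DMSO alone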
RBBP9 inh: human RBBP9 inhibitors, primary screen, biochemical, fluorescence polarization, FP-Rh probe, HTS; Serine hydrolase RBBP9 (Homo sapiens), O75884; recombinant RBBP9; inhibition, % at 7.94 µM; 220,000 compounds, 0.2% hits; AID 1515, 2009;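 active = inhibition above the campaign mean of all tested compounds plus 3 SD, cut at about 14% in these data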;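 note: plate controls were DMSO wells with RBBP9 for no effect and wells lacking RBBP9 protein for full effect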
Target sequence (O75884 whole entry, looked up): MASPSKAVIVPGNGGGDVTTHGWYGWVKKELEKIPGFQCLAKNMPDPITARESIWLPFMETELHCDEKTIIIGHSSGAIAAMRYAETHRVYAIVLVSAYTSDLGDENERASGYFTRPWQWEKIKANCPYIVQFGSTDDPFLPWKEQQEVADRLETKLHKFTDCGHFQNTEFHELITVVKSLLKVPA
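Test system: recombinant human RBBP9; Timing: 30 min then 45 min, 25 °C; Detection: fluorescence polarization; Control set: RBBP9 with DMSO as uninhibited control, no-protein wells as full inhibition; Compound dosing: one concentration, 7.94 µM nominal, 0.794% DMSO; Probe or stimulus: FP-Rh activity-based probe, 375 nM before mixing.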
CHOP inhibitor: inhibitors of CHOP promoter induction, primary screen, cell-based, unfolded protein response, luciferase reporter | CHO-K1 CHOP-promoter luciferase, tunicamycin-induced, 15-18 h | inhibition, % at 10 µM | 220,000 compounds, 3.8% hits;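 active = compounds that reduced the stress-induced luciferase reporter signal by more than about 70% of percent inhibition, limit read from the data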;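 note: 0% = tunicamycin plus vehicle and 100% = wells without tunicamycin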
Wee1 degr inh: Wee1 degradation inhibitors, primary screen, cell-based, HeLa, Wee1K328M-luciferase, luminescence. Wee1-like protein kinase (Homo sapiens), P30291. HeLa Luc-Wee1K328M stability; 100% = proteasome inhibitor MG132 effect. reporter increase, % at 5 µM. 220,000 compounds, 1.2% hits. AID 1321, 2008;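 active = activation above the mean of all tested compounds plus 3 SD, set per screening run, cut at about 8.8% in these data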;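 note: cells exposed to compound for 20 h before luminescence read; 0% = DMSO alone and 100% = MG132 at 30 µM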
Target sequence (P30291 whole entry K328M): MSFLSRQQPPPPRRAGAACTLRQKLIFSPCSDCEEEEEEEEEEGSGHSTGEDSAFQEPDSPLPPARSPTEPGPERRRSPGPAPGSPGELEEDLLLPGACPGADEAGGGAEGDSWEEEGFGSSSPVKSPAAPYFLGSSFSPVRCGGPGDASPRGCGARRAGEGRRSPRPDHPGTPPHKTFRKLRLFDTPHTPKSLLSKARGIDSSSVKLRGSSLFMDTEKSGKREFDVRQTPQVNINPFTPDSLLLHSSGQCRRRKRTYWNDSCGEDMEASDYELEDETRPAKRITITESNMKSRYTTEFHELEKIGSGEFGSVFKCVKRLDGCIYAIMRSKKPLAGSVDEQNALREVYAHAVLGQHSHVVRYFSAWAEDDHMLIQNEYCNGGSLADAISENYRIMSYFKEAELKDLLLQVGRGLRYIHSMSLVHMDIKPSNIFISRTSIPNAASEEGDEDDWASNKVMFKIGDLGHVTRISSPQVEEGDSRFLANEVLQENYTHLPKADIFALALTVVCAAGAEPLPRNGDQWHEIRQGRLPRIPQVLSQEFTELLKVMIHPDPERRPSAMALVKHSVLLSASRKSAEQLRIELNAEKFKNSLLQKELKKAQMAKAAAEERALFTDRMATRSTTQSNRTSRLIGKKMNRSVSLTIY
PPC-1+TRAIL kill: compounds killing PPC-1 cancer cells with TRAIL present, primary screen, TRAIL potentiator project, ATPLite luminescence, uHTS. cell killing (% activity), % at 4 µM. PPC-1 cells + TRAIL, ATPLite viability luminescence. 220,000 compounds, 0.41% hits;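 active = cell killing above 50% in the first pass at 4 µM, then a duplicate retest at 5 µM averaging 50% or more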;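 note: plate controls were cells with TRAIL plus DMSO for no effect and medium-only wells lacking cells for full effect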
TNF necrop inh: inhibitors of TNF-alpha triggered necroptosis, primary screen, cell-based, Jurkat FADD-/-, single concentration | Jurkat FADD-/- TNF necroptosis rescue, ATP luminescence, 24 h; 0 = TNF only, 100 = no-TNF cells | activation (protection from cell death), % at 10 µM | 220,000 compounds, 0.068% hits | AID 463075, 2010;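 active = activation, meaning protection from cell death, of at least 50% relative to plate controls; inactive = activation below 50%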;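 note: necroptosis triggered by 40 ng/mL TNF-alpha added together with compound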
BaF3 parental: parental Ba/F3 cell viability inhibition, counter-screen for JAK2V617F inhibitor project, murine pro-B, CellTiter-Glo luminescence. CellTiter-Glo ATP luminescence. AID 1486, 2009. inhibition, % at 5.6 µM. 220,000 compounds, 1.1% hits;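 active = inhibition above a per-campaign cutoff, the mean inhibition of all tested compounds plus 3 SD, cut at about 27% in these data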;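 note: 0% = DMSO wells and 100% = JAK Inhibitor I control wells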
TRPML3 ag: human TRPML3 channel agonists, primary screen, cell-based, HEK293 TRPML3-YFP, Fluo-8 calcium fluorescence, 3 µM; 220,000 compounds, 0.29% hits; 100% = the carbachol control signal; activation, % at 3 µM;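 active = activation above its plate's cutoff, the mean activation of the plate's test wells plus 3 SD, cut at about 12% in these data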;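 note: 0% = DMSO only wells and 100% = carbachol wells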
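Test system: TRPML3-YFP stable HEK293 cells. Doses: single point at 3 µM. Incubation: dye loading 1 h 37 °C then 30 min ambient, 125 s read. Signal: Fluo-8 calcium dye fluorescence, ex 470-495, em 515-575 nm. Measure: percent activation from peak-to-basal fluorescence ratio, scaled between DMSO and carbachol.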
An asterisk follows results filed as active.

SMILES	Ba/F3 V617F tox	zfTRPN1 agonist	RBBP9 inh	CHOP inhibitor	Wee1 degr inh	PPC-1+TRAIL kill	TNF necrop inh	BaF3 parental	TRPML3 ag
O=C(NC1CCCC1)C(c1c[nH]c2ccccc12)N(C(=O)Cn1nnc(-c2ccc(Cl)cc2)n1)c1ccccc1 (centres undefined)	0	0.1	-9	21	-2	21	-2.7	4	-0.2
O=C(NC(C(=O)N1CCCC1C(=O)O)=C1CCCCC1)c1ccccc1 (centres undefined)	1	1.8	-8	-5	0	12	-0.1	4	0.9
NS(=O)(=O)c1ccc(Oc2ccc(S(N)(=O)=O)cc2)cc1	6	1.6	-3	-14	0	2	-0.3	9	0.8
Cc1ccccc1NC(=S)N(Cc1ccco1)C(C)c1ccccn1 (centres undefined)	0	0.9	-2	13	-2	18	0.2	3	1.1
CC(C)(C)C(=O)Cn1c(=N)n(Cc2ccccc2)c2ccccc21	2	0.0	-14	42	-4	10	0.7	2	-0.2
COc1ccc(-c2noc(CSc3nc4sc(C)c(C)c4c(=O)n3-c3ccccc3)n2)cc1OC	-4	0.8	5	2	1	13	-0.1	-1	0.0
CSCC[C@H](NC(=O)OC(C)(C)C)C(=O)N1CCC(C(=O)N[C@@H](C)C(=O)O)CC1	2	1.4	-5	2	2	-2	-1.8	3	-0.1
O=C(CC1CCC1)NC(c1ccccc1)c1ccccc1	0	-1.5	-2	19	-3	3	-0.1	3	-0.2
CCOC(=O)C(NC(=O)CC)C(O)c1cccc([N+](=O)[O-])c1 (centres undefined)	-2	-1.2	-7	14	0	-5	-1.4	1	1.0
CCOc1ccc(NC(=S)NC(=O)c2ccco2)cc1	1	2.0	-5	-13	4	26	-1.7	-8	0.3
COc1ccc(CNC(=O)C2CC(c3ccccc3[N+](=O)[O-])=NO2)cc1 (centres undefined)	3	-0.8	0	10	-3	7	-1.2	6	-0.9
COC(=O)c1ccc(CNC(=O)COC(=O)COc2ccc(OC)cc2)cc1	-3	-0.3	-4	-56	-1	6	0.5	5	0.1
O=C(NCCOc1cccc(Cl)c1Cl)c1cc(-n2cnnc2)ccc1Cl	0	0.0	-5	28	-1	18	-4.3	-2	0.2
O=C(NCc1ccc2c(c1)OCO2)c1c[nH]c2ccc(S(=O)(=O)N3CCOCC3)cc2c1=O	0	1.5	-8	5	0	-3	1.6	2	0.3
CCC(C)N(C(=O)COC(=O)/C=C/c1ccc(O)c(OC)c1)C1CCS(=O)(=O)C1 (centres undefined)	-5	0.5	-8	43	1	-3	2.6	1	1.4
Cc1ccc(NC(=O)c2c(C)nc3ccccn23)cc1C	4	0.9	-5	-15	0	24	1.6	8	0.0
COc1ccc(C(=O)Nc2cccc(-c3ccc4nncn4n3)c2)cc1OC	-4	2.0	-11	9	1	23	-1.2	3	1.0
CCN(Cc1ccccc1)C(=O)C(C)OC(=O)c1cc(S(=O)(=O)Nc2c(C)n(C)n(-c3ccccc3)c2=O)ccc1C (centres undefined)	0	-1.2	0	6	-4	17	2.1	12	-0.3
Cc1nc2ccc(NC(=O)c3ccc(Cl)c(NC(=O)c4cccs4)c3)cc2s1	1	0.6	-36	17	0	8	2.3	3	0.3
O=C(NC1CCCCC1)C(c1ccc(F)cc1)N(C(=O)Cc1ccsc1)c1ccc(F)cc1 (centres undefined)	-4	0.5	-10	3	0	28	-0.8	9	0.9

12 compounds from above, ordered by heavy-atom count, smallest number first:
SMILES	Ba/F3 V617F tox	zfTRPN1 agonist	RBBP9 inh	CHOP inhibitor	Wee1 degr inh	PPC-1+TRAIL kill	TNF necrop inh	BaF3 parental	TRPML3 ag
CCOc1ccc(NC(=S)NC(=O)c2ccco2)cc1	1	2.0	-5	-13	4	26	-1.7	-8	0.3
O=C(CC1CCC1)NC(c1ccccc1)c1ccccc1	0	-1.5	-2	19	-3	3	-0.1	3	-0.2
CCOC(=O)C(NC(=O)CC)C(O)c1cccc([N+](=O)[O-])c1 (centres undefined)	-2	-1.2	-7	14	0	-5	-1.4	1	1.0
CC(C)(C)C(=O)Cn1c(=N)n(Cc2ccccc2)c2ccccc21	2	0.0	-14	42	-4	10	0.7	2	-0.2
Cc1ccccc1NC(=S)N(Cc1ccco1)C(C)c1ccccn1 (centres undefined)	0	0.9	-2	13	-2	18	0.2	3	1.1
O=C(NCCOc1cccc(Cl)c1Cl)c1cc(-n2cnnc2)ccc1Cl	0	0.0	-5	28	-1	18	-4.3	-2	0.2
COC(=O)c1ccc(CNC(=O)COC(=O)COc2ccc(OC)cc2)cc1	-3	-0.3	-4	-56	-1	6	0.5	5	0.1
CSCC[C@H](NC(=O)OC(C)(C)C)C(=O)N1CCC(C(=O)N[C@@H](C)C(=O)O)CC1	2	1.4	-5	2	2	-2	-1.8	3	-0.1
O=C(NC1CCCCC1)C(c1ccc(F)cc1)N(C(=O)Cc1ccsc1)c1ccc(F)cc1 (centres undefined)	-4	0.5	-10	3	0	28	-0.8	9	0.9
COc1ccc(-c2noc(CSc3nc4sc(C)c(C)c4c(=O)n3-c3ccccc3)n2)cc1OC	-4	0.8	5	2	1	13	-0.1	-1	0.0
O=C(NC1CCCC1)C(c1c[nH]c2ccccc12)N(C(=O)Cn1nnc(-c2ccc(Cl)cc2)n1)c1ccccc1 (centres undefined)	0	0.1	-9	21	-2	21	-2.7	4	-0.2
CCN(Cc1ccccc1)C(=O)C(C)OC(=O)c1cc(S(=O)(=O)Nc2c(C)n(C)n(-c3ccccc3)c2=O)ccc1C (centres undefined)	0	-1.2	0	6	-4	17	2.1	12	-0.3

More structures follow:
SMILES	Ba/F3 V617F tox	zfTRPN1 agonist	RBBP9 inh	CHOP inhibitor	Wee1 degr inh	PPC-1+TRAIL kill	TNF necrop inh	BaF3 parental	TRPML3 ag
O=C1c2ccccc2C(=O)N1c1cccc(-c2nc3ccccc3o2)c1	0	1.5	-7	60	1	8	-0.7	0	1.3
CCC(C)(C)NC(=O)Cc1ccc(Cl)cc1	0	-1.2	-4	8	-1	34	29	5	0.0
CCOC(=O)Cc1cnc(NC(=O)c2ccccc2)s1	-2	2.4	-9	32	0	7	-2.5	1	0.8
COC(=O)C1=NNCC12CC(=O)N(c1ccc(Br)cc1)C2=O (centres undefined)	2	1.0	-2	4	-2	12	0.9	3	0.3
Cc1ccc(C(=O)N/N=C\c2ccc(-c3ccc(Cl)c(Cl)c3)o2)cn1	3	0.2	-8	-30	0	24	-4.3	1	0.1
CC(C)Cc1nc2ccccc2n1CCc1ccccc1	-1	-1.9	-10	-6	-4	3	-0.8	1	-1.7
Cc1nnc(NC(=O)C2(c3ccccc3)CCOCC2)s1	5	0.1	-14	10	4	0	-0.5	7	0.1
CC(CCCC(C)(C)O)NC(=O)c1cc(COc2ccc3ncccc3c2)on1 (centres undefined)	8	13	-7	54	-2	10	-5.9	44*	5.9
CCOc1ccc2nc(N3CCC(C(=O)NCCCN4CCOCC4)CC3)sc2c1	-5	0.4	-1	-6	3	20	3.0	-2	0.4
C(=N/n1c2ccccc2c2ccccc21)/c1ccco1	0	-0.2	-6	62	-1	1	-1.2	0	0.4
COc1ccccc1NC(=O)N1C2CCCC1CC(NC(=O)c1ccccc1)C2 (centres undefined)	-1	2.2	-9	-2	0	5	-0.3	0	0.4
Cc1ccc(-n2c(SCC(N)=O)nc3c(c2=O)C2(CCCC2)Cc2ccccc2-3)cc1	1	0.3	-10	51	0	38	0.7	11	0.7
Cc1cc(C)nc(NC(=O)c2ccc(Cl)cc2)n1	-1	2.8	-1	39	17*	-15	1.4	7	0.3
CC(C)c1ccc(CNC(=O)C(=O)Nc2nccs2)cc1	-1	-0.7	4	3	1	-6	1.5	1	0.4
COc1ccc(O[C@H]2C=C[C@@H](c3ccccc3)O[C@@H]2COC(=O)CC/C(C)=N/OC[C@@H](O)[C@H]2O[C@@H]3OC(C)(C)O[C@@H]3[C@H]2O)cc1	-3	1.3	-10	16	-2	6	-2.0	4	0.2
CC(=O)c1cccc(NC(=O)Cn2c(=O)oc3cc(S(=O)(=O)N4CCCC4)ccc32)c1	-2	3.9	-3	-13	-1	-10	1.7	2	1.0
COC(=O)c1cccc(CSc2nc3ccccc3[nH]2)c1	0	1.4	-4	22	6	36	0.4	6	2.0
COCCCNCCCCSc1ccc(Cl)cc1	-2	0.3	-4	-13	6	30	3.4	7	0.9
Cc1ccc(Nc2ccc(NCc3ccccc3)nn2)cc1C	-2	0.0	-8	34	5	18	-0.3	3	0.1
O=C(c1ccco1)n1c(=S)nc2ccccn21	2	-0.8	-1	-13	3	16	-2.0	-1	0.8
O=C(NCCc1ccccc1)C1CC(=O)N(C2CCCCCC2)C1 (centres undefined)	0	0.3	6	-4	-2	6	2.9	5	0.9
O=C(CCS(=O)CCC(=O)NCc1ccccc1)NCc1ccccc1	3	0.7	-7	20	2	18	0.1	4	0.3
Cc1cc(C(=O)Nc2cccc(/C=C/C(=O)O)c2)c(C)o1	-3	0.1	-4	9	0	16	-2.0	-3	1.6
CC1CCCCC1NS(=O)(=O)c1ccc(-n2cnnn2)cc1 (centres undefined)	4	1.6	2	26	0	-23	-1.3	10	0.5
CC(C(=O)Nc1cccnc1)N1C(=O)c2ccccc2C1=O (centres undefined)	-4	-0.1	-1	25	2	-4	0.4	1	0.9
Cc1cccc(N=Nc2c(C)[nH]n(-c3ccccc3)c2=O)c1	-2	-0.9	-2	0	0	5	-0.8	7	0.6
CC(C)C(NS(=O)(=O)c1cccs1)C(=O)NCCN1CCN(c2ccccc2)CC1 (centres undefined)	-4	-0.1	-5	11	-1	-1	-2.7	1	0.5
CC(C)n1c(-c2ccc(C(C)(C)C)cc2)n[nH]c1=S	-2	4.6	-8	54	2	-2	-0.7	6	2.5
CC(C)(C)c1ccc(C(=O)N/C(=C\c2cccs2)C(=O)NCc2ccco2)cc1	-4	0.3	-2	31	0	19	-4.0	1	-0.3
Cc1ccc(NC(=O)C(=O)NCCOc2ccccc2Cl)cc1	-5	-1.5	-5	-15	6	25	1.3	4	0.3
